# PriA SSB inh – inhibitors of Klebsiella pneumoniae PriA binding to SSB C-terminal tail. AlphaScreen SSBct-PriA binding, biotinylated peptide. inhibition, % at 33 µM. 0.6% of 430,000 active. AID 1272365; in the data active = inhibition mostly above about 37%, no sharp cut-off; inactive = mostly below about 20%;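 also: plate controls were negative control peptide for no effect and reference peptide for full effect; strong numbers were not always called active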
# The depositor's hits bear a star; & = joins results of further samples.
item	Molecule	PriA SSB inh
1	CN(C)CCN(C(=O)c1ccc(S(=O)(=O)N2CCCC2)cc1)c1nc2c(Cl)cccc2s1	1.0
2	O=S(=O)(c1ccc(Cl)c(Cl)c1)N1CCN(c2ccc(-c3ccco3)nn2)CC1	1.0
3	Cc1cc(C)c(NC(=O)C(=O)NCC2(c3cccs3)CCCC2)c(C)c1	-18.0&-6.0
4	CC(=NNC(=O)CN1CCN(Cc2ccccc2Cl)CC1)c1cccnc1	-4.7
5	CC(=O)N1CCC(CNC2CCOCC2)CC1	-14.0
6	O=C(Nc1ccc(-c2nc3ccccc3[nH]2)cc1)c1nc2ccccc2s1	-5.0
7	CCOC(=O)Nc1nc(CC(=O)Nc2ccc(C(N)=O)cc2)cs1	-11.0
8	O=C(NCCn1nc(-n2cncn2)ccc1=O)c1cc(=O)n(-c2ccccc2)c(=O)[nH]1	3.0
9	Cc1ccc(S(=O)(=O)Nc2ccc3c(c2)NC(=O)C(C)(C)CO3)s1	3.0
10	O=C(C(=CO)N=Nc1ccccc1)c1ccco1	5.2
11	COc1ccc([C@H](CNC(=O)C(=O)NC(C)(C)C)N2CCN(C)CC2)cc1	3.0
12	COc1ccc(Cl)c2sc(N(CCN3CCOCC3)C(=O)c3cc(C)on3)nc12	-20.0
13	Cc1cccc(N=Cc2c(O)[nH]c3ccccc23)n1	10.6
14	O=C(c1ncn[nH]1)N1CCC(Cc2n[nH]c(=O)n2-c2ccccc2F)CC1	-26.0
15	Cc1c(Cl)cccc1NC(=O)C(=O)NC[C@@H](c1cccnc1)N1CCc2ccccc2C1	1.0

item	Molecule	PriA SSB inh
16	CC(=O)Nc1cccc(OC(=O)N(c2ccccc2)c2ccccc2)c1	5.0
17	Clc1ccccc1CN1CCN(N=C/C=C\c2ccco2)CC1	17.9
18	CCCCC(=O)N(CCn1cccn1)c1nc2c(F)cccc2s1	-8.0
19	O=C(CCCS(=O)(=O)c1ccccc1)Nc1nnc(-c2ccc(C(F)(F)F)cc2)o1	-3.0
20	CC1CCC(C(C)C)C(OP(=S)(OC2CC(C)CCC2C(C)C)OC2CC(C)CCC2C(C)C)C1 (stereo not drawn)	-5.0
21	CC(C)(C)NC(=O)N1CC[C@H](S(C)(=O)=O)C1	-13.0
22	O=C(NN=Cc1cn(-c2ccccc2)nc1-c1cc2ccccc2o1)c1ccncc1	-1.9
23	COc1ccc2c(=O)c3c(oc2c1)C(=O)N(c1nnc(C)s1)C3c1cccc(F)c1 (stereo not drawn)	7.0
24	CC(=O)N1CCN(C2=NC(=O)/C(=C\c3ccc(C(C)C)cc3)S2)CC1	-3.0
25	Cn1cccc1[C@@H](O)CNC(=O)c1cc(-c2ccccc2)on1	-1.0
26	O=C(COc1ccc(F)cc1)N1CCN(CC(O)c2ccco2)CC1 (stereo not drawn)	0.0
27	CC(=O)N1CC(C(=O)N2c3ccc(F)cc3CC[C@@H]2C)C1	-10.0
28	COc1ccc2nc(-c3cccc(NC(=O)COc4ccc(C(C)=O)cc4OC)c3)cn2n1	-5.0
29	O=C(NCC1(O)CCc2ccccc2C1)C(=O)Nc1cc2c3c(c1)CC(=O)N3CCC2 (stereo not drawn)	-6.0
30	O=C(Cc1cccs1)NCCn1nc(-n2cncn2)ccc1=O	-1.0

item	Molecule	PriA SSB inh
31	Cc1c(C(=O)NN=Cc2ccc(N3CCOCC3)cc2)nc2ccccn12	-4.0
32	CC(=NNc1ccc2nncn2n1)c1cccs1	0.6
33	O=C(NCc1ccc(F)cc1Cl)c1nnn(-c2ccccc2Cl)c1-c1ccccn1	-8.0
34	O=C(CSc1ncnc2ccccc12)N1CCCCCC1	-4.0
35	ON=Cc1ccc2ccccc2n1	-15.8
36	Cc1cc(C)n(CC(=O)Nc2nc(CC(N)=O)cs2)n1	-3.0
37	COc1ccc(C(O)P(=O)(OC2CC(C)CCC2C(C)C)OC2CC(C)CCC2C(C)C)cc1 (stereo not drawn)	-21.0
38	CC(=O)c1c(C)[nH]c(C(=O)NC2CCSc3c(F)cccc32)c1C (stereo not drawn)	88.2*
39	COc1ccc(C(=O)Nc2nnc(CC(C)C)s2)cc1OC	5.0
40	O=c1c2nc(N3CCOCC3)sc2c(-c2cccs2)nn1Cc1cccc2ccccc12	-2.0
41	CCCN1C(=O)C(C)(C)COc2cc(NC(=O)COc3ccccc3C)ccc21	-2.0
42	NC(=O)c1c(NC(=O)c2ccc(-c3ccccc3)cc2)sc2c1CCCC2	-6.0
43	NCC(c1ccsc1)N1CCCC1 (stereo not drawn)	22.0
44	O=C(CS(=O)(=O)c1cccs1)Nc1cccc(C(F)(F)F)c1	3.0
45	O=C(O)c1[nH][nH]c(=O)c1CCO	-14.0&-9.0

item	Molecule	PriA SSB inh
46	COc1ccc(-n2nc3c(c2NC(=O)CCCN2C(=O)c4ccccc4C2=O)CS(=O)(=O)C3)cc1	-9.0
47	COC(=O)c1ccc(CSc2ccc(NC(=O)c3ccco3)nn2)o1	0.0
48	O=C1CC[C@@H](C(=O)N2CCN(c3ccc(-n4cncn4)nn3)CC2)N1	0.0
49	Cc1cc(NN=Cc2ccc(O)cc2O)c2ccccc2n1	-4.4
50	Cc1noc(C)c1CCn1cccc(-c2nc(C3CC3)no2)c1=O	-13.0
51	Cc1ccc(C=NNC(=O)C(NC(=O)c2ccccc2)c2n[nH]c(=O)c3ccccc23)cc1 (stereo not drawn)	8.3
52	C=CCN1C(=O)C(C)(C)COc2cc(NC(=O)c3cccs3)ccc21	7.0
53	O=[N+]([O-])c1cccc(C=NNc2nnc(-c3ccccc3)c(-c3ccccc3)n2)c1	-14.4
54	Nc1ncnc(Nc2ccc(SC(F)F)cc2)c1[N+](=O)[O-]	15.0
55	Cc1c(Cl)cccc1NC(=O)CSc1nc2cc(-c3ccccc3)sc2c(=O)n1C	-19.0
56	COc1ccc(S(=O)(=O)N2CCC(C(=O)N3CCNC(=O)C3(C)C)CC2)cc1	-5.0
57	CCOC(=O)c1sc(NC(=O)c2ccn(C)n2)cc1C	-1.0
58	O=c1[nH]c2cc(S(=O)(=O)NCCn3ccc(-c4ccsc4)n3)ccc2o1	-5.0
59	CCOC(=O)c1c(NC(=O)c2ccn(C)n2)sc2c1CCN(C(C)=O)C2	18.0
60	O=C(CCc1c[nH]c2ccccc12)Nn1c(=S)[nH]c2ccccc2c1=O	21.0

item	Molecule	PriA SSB inh
61	O=C(NCC(O)c1csc2ccccc12)C1(c2ccc(F)cc2)CC1 (stereo not drawn)	21.0
62	O=S(=O)(NCc1ccnc(N2CCOCC2)n1)c1ccc2c(c1)OCCO2	-14.0
63	COC(=O)c1c(NC(=O)CC2Sc3ccccc3NC2=O)sc2c1CCC(C(C)(C)C)C2 (stereo not drawn)	-4.0
64	COc1cccc(-c2c(C(=O)NN=Cc3ccsc3)nnn2-c2nonc2N)c1	-6.0
65	CS(=O)(=O)c1ccc(Nc2nc(CC(=O)NCc3c(F)cccc3F)cs2)cc1	-8.0
66	CC(=O)n1cc(C=NNC(=O)c2ccccc2O)c2ccccc21	-9.0
67	Cc1ccccc1OCC(=O)NC[C@@H](c1cccn1C)N1CCOCC1	-1.0
68	COc1ccc2nc(-c3cccc(NC(=O)Nc4cc(OC)c(OC)c(OC)c4)c3)cn2n1	15.0
69	Cc1ccc(N2CCN(C(=O)c3cccc([N+](=O)[O-])c3)CC2)c(C)c1	19.0
70	COc1ccc(C(=O)NN=C(C)Cn2nc([N+](=O)[O-])cc2C)cc1	-1.1
71	CC(=O)n1cc(C=NNC(=O)c2ccc([N+](=O)[O-])cc2)c2ccccc21	-10.6
72	Cc1nc(CSc2nc3ccc([N+](=O)[O-])cc3[nH]2)cs1	12.0
73	Cn1nc(-c2cccc(NS(C)(=O)=O)c2)ccc1=O	-3.0
74	CC1CCN(C(=O)Cn2cc(S(=O)(=O)CC(=O)N3CCc4ccccc43)c3ccccc32)CC1	-9.0
75	O=C1OC2(CCCCC2)OC(=O)C1=CNc1ccccc1Cl	8.0

# Next section, overlapping the part above by 3 compounds.
item	Molecule	PriA SSB inh
73	Cn1nc(-c2cccc(NS(C)(=O)=O)c2)ccc1=O	-3.0
74	CC1CCN(C(=O)Cn2cc(S(=O)(=O)CC(=O)N3CCc4ccccc43)c3ccccc32)CC1	-9.0
75	O=C1OC2(CCCCC2)OC(=O)C1=CNc1ccccc1Cl	8.0
76	COc1ccc(C(=O)NN=Cc2ccc(SC)cc2)cc1	5.9
77	N#Cc1nccnc1N1CCC(CNC(=O)Cc2ccsc2)CC1	-5.0
78	COc1cc(-c2noc(Cn3c(=O)[nH]c4cc5c(cc4c3=O)OCO5)n2)ccc1OC(C)C	-15.0
79	COc1ccccc1NC(=O)N1CCC(CNS(=O)(=O)c2ccc(C(F)(F)F)cc2)CC1	-10.0
80	COC1(CN)CCSC1 (stereo not drawn)	3.0
81	O=C(CSc1nnc(CNC(=O)c2ccco2)o1)Nc1ccc2c(c1)OCO2	-1.0
82	Cn1nccc1C(=O)N1CC(Oc2nc3c(C(F)(F)F)cccc3s2)C1	-17.0
83	NC(=O)CSc1cn(Cc2ccc(Cl)cc2)c2ccccc12	-4.0
84	O=C(CCc1nnc2n(Cc3ccc(Cl)cc3)c(=O)c3ccccc3n12)NCc1ccc2c(c1)OCO2	-3.0
85	O=C(Cc1cccs1)NCc1nn(C2CCCC2)c2c1CCCC2	-1.0
86	O=C(CSc1nccn2nc(-c3ccc(Cl)cc3)cc12)Nc1ccc(Oc2ccccc2)cc1	-5.0
87	Cc1ccc(CNC(=O)Cc2nc(C)c(C(=O)NCc3ccccc3)s2)cc1C	-9.0
88	COCCCNc1ccc(Cl)nn1	-16.0
89	O=C(NCCn1nc(C2CC2)n(-c2ccccc2)c1=O)c1csc(-c2ccccc2)n1	-9.0
90	O=C(Nc1nc2ccccc2s1)c1cc(=O)[nH]cn1	-2.0

item	Molecule	PriA SSB inh
91	CC(=O)Cc1nsc(NC(=O)c2oc(-c3ccc(Cl)cc3Cl)cc2C)n1	8.0
92	Cc1cc(C)c(-c2csc(NC(=O)c3ccc(Cl)cc3Cl)n2)c(C)c1	-13.0
93	O=C(c1ccc2[nH]ccc2c1)N1CCCC[C@H](c2ccc(F)cc2)C1	7.0
94	O=C(c1cnn(-c2ccccc2)n1)N1CCc2ncncc2C1	-15.0
95	CCOc1ccc2nc(Nc3nc4cc(OC)c(OC)cc4s3)sc2c1	11.0
96	O=C(NCCSc1c(-c2ccccc2)[nH]c2ccccc12)c1c(F)cccc1Cl	2.0
97	O=C(Nc1ncnc2nc[nH]c12)C1CCN(c2cc(-n3cncn3)ncn2)CC1	28.0
98	O=c1c2nc(N3CCOCC3)sc2c(-c2ccccc2)nn1Cc1cccc(C(F)(F)F)c1	2.0
99	COC(=O)c1ccc2c(=O)n(-c3cccc(C)c3)c(N3CCOCC3)nc2c1	-7.0
100	CC1(C(=O)O)CCC(C(=O)N2CCc3ccccc32)C1(C)C (stereo not drawn)	9.0
101	O=C(Cn1cnc(-c2ccccc2)cc1=O)NCCn1nc(-n2cccn2)ccc1=O	-10.0
102	O=C(Nc1nnc(-c2ccc3c(c2)OCCO3)o1)C1CC1	-18.0
103	O=C(COc1ccccc1)Oc1ccc(Cl)cc1[N+](=O)[O-]	-2.0
104	CN(C)c1ccc(OC2CCN(C(=O)c3cc4n(n3)CCCO4)C2)nn1 (stereo not drawn)	-10.0
105	C=CCn1c(=NC(=O)c2ccc(Cl)cc2)sc2cc(C(=O)OCC)ccc21	-8.0

item	Molecule	PriA SSB inh
106	Cc1ccc(Cn2c(=O)c3ncccc3n(CC(=O)Nc3ccc(OC(F)(F)F)cc3)c2=O)cc1	-5.0
107	CSc1cccc(C(=O)NCc2cccnc2-c2ccsc2)c1	-8.0
108	COc1cc(C=NNc2snc(SC)c2C#N)ccc1O	-8.6
109	CCOc1ccc2nc(NC(=O)CCC3NC(=O)c4ccccc4NC3=O)sc2c1 (stereo not drawn)	-9.0
110	COc1ccc(S(=O)(=O)N2CC(N3C(=O)CCC3=O)C2)cc1C	-12.0
111	CCCc1nc2ccccc2c(=O)n1N=Cc1ccccc1O	-9.4
112	Cc1cccc(CC(=O)NCC2CCN(Cc3cccs3)CC2)c1	-11.0
113	COc1ccc(C=NNC(C)(C)C)c(OC)c1	-3.6
114	COCC(=O)N1CCC(CSC2=NCCS2)CC1	-12.0
115	O=C(COc1ccc(-c2cc(-c3ccccc3)c3cc(Cl)ccc3n2)cc1)NNC(=S)Nc1ccccc1	16.0
116	CCC(=O)N1CCCc2ccc(NC(=O)Oc3ccccc3)cc21	-6.0
117	CC(O)(CNC(=O)CCc1ccc(C(F)(F)F)cc1)c1ccc2c(c1)OCO2 (stereo not drawn)	-17.0
118	CCOc1ccc(-c2c(C(=O)NN=Cc3ccoc3)nnn2-c2nonc2N)cc1	9.8
119	COc1ccc(C=NNC(=O)c2ccc3c(c2)OCCO3)c(OC)c1	6.8
120	O=C(c1ccc2nccnc2c1)N1C2C=CCC1CC2 (stereo not drawn)	-9.0

item	Molecule	PriA SSB inh
121	CCCOc1ccc(N2CCN(C(=O)c3cc4ccccc4oc3=O)CC2)nn1	-14.0
122	CC(C)C(=O)NCCCc1nc2ccccc2[nH]1	7.0
123	O=C(Nc1nnc(-c2ccc(F)cc2)o1)C1CCCCC1	4.0
124	CC(C)(C)C(=O)N1CCc2cc(NC(=O)C3CC3)ccc21	15.0
125	O=C(Cc1ccccc1Cl)Nc1ccc2c(c1)N(S(=O)(=O)c1ccc(F)cc1)CCC2	-1.0
126	COc1ncccc1C(=O)NCCn1nc(-c2cccs2)n(C2CC2)c1=O	-5.0
127	COc1ccc(Cl)cc1C(=O)Nc1nnc(C23CC4CC(CC(C4)C2)C3)s1	10.0
128	O=C(CS(=O)(=O)c1ccc(F)cc1)Nc1ccc2ncsc2c1	-21.0&-17.0

# Four entries from above, field by field:
13	Cc1cccc(N=Cc2c(O)[nH]c3ccccc23)n1
  PriA SSB inh: 10.6

14	O=C(c1ncn[nH]1)N1CCC(Cc2n[nH]c(=O)n2-c2ccccc2F)CC1
  PriA SSB inh: -26.0

15	Cc1c(Cl)cccc1NC(=O)C(=O)NC[C@@H](c1cccnc1)N1CCc2ccccc2C1
  PriA SSB inh: 1.0

16	CC(=O)Nc1cccc(OC(=O)N(c2ccccc2)c2ccccc2)c1
  PriA SSB inh: 5.0

# High-throughput results as filed in PubChem.

# Not all compounds are listed, so the mix of outcomes need not match the whole.
